# STEP inh = STEP phosphatase inhibitors, primary screen, biochemical, fluorescence intensity, uHTS | inhibition, % at 20 µM | 0.25% of 360,000 active | Tyrosine-protein phosphatase non-receptor type 5 (Homo sapiens), P54829 | recombinant STEP, OMFP fluorogenic substrate | AID 588621, 2011;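 active means inhibition at 20 µM, scaled per plate between control wells, above about 37%, limit read from the data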;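 further: 0% = DMSO with enzyme and substrate and 100% = substrate only without enzyme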
#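 Assay system: isolated STEP enzyme / Timing: 20 min at room temperature, dark / Doses: 20 µM, 1% DMSO / Technique: fluorescence intensity, excitation 480 nm, emission 540 nm / Reagent: fluorogenic phosphatase substrate OMFP at 25 µM final / Measure: percent inhibition scaled to no-enzyme and uninhibited-enzyme controls, plate-pattern corrected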
# MLLE-PAM2 inh = inhibitors of PABP1 MLLE–PAM2 peptide binding, primary screen, biochemical, fluorescence polarization, FITC-PAM2, GST-MLLE. Polyadenylate-binding protein 1 (Homo sapiens), P11940. inhibition, % at 20 µM. 0.36% of 360,000 active. AID 588489, 2011; in the data active means inhibition above about 35%, passing the limit was not always enough;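 further: plate controls were DMSO wells with GST-MLLE for no effect and wells lacking GST-MLLE protein for full effect; some results filed as inactive read as strong as hits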
# LMPTP inh = LMPTP phosphatase inhibitors, primary screen, biochemical, fluorescence intensity, uHTS. 0.22% of 360,000 active. Low molecular weight phosphotyrosine protein phosphatase (Homo sapiens), P24666. recombinant LMPTP-A, OMFP fluorogenic substrate. inhibition, % at 20 µM. AID 651560, 2012;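 active means compounds that cut the enzyme signal by at least half of the control window in the single-dose screen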;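 further: plate controls were DMSO wells with enzyme plus substrate for no effect and substrate without enzyme for full effect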
# Target sequence (P24666 whole entry, looked up): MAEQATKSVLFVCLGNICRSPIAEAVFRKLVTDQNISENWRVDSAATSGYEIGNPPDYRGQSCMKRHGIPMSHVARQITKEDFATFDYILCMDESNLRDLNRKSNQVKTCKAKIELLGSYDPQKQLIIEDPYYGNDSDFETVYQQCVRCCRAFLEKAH
#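 Test system – LMPTP-A phosphatase enzyme · Quantity – 0.625 nM LMPTP-A final · Reagent – OMFP substrate, 400 µM final · Dosing – one test concentration per compound, 20 µM, with 3% DMSO overall · Timing – 50 min enzyme reaction at room temperature, protected from light · Detection – fluorescence intensity · Controls – substrate-only low control, DMSO enzyme-plus-substrate high control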
# Scp-1 inhibitor = Scp-1 phosphatase inhibitors, primary screen, biochemical, colorimetric, uHTS; Carboxy-terminal domain RNA polymerase II polypeptide A small phosphatase 1 (Homo …; Recombinant Scp1, phosphopeptide, malachite green phosphate absorbance; inhibition, % at 20 µM; 0.88% of 340,000 active; AID 493091, 2011;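 active means inhibition above about 50% at 20 µM, limit read from the data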;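 further: plate controls were DMSO wells with enzyme for no effect and wells lacking enzyme for full effect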
# Target sequence (Q9GZU7 76-261 limits assumed): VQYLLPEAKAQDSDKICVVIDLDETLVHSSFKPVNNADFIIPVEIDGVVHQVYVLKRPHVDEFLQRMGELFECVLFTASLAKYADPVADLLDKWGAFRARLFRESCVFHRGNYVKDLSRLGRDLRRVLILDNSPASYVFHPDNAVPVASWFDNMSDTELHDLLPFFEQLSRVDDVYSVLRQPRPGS
#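 Material: truncated SCP-1 phosphatase (76-261aa) / Buffer or medium: 50 mM Tris acetate pH 5.5, 0.005% Tween-20, 10 mM MgCl2 / Compound dosing: one concentration, 20 µM, with 1.0% DMSO / Incubation: 45 min room-temperature reaction, 5 min colour, 30 min stabiliser / Detection: colorimetric free-phosphate detection, absorbance 630 nm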
# Rpn11 block = Rpn11 (PSMD14) deubiquitinase inhibitors, primary screen, biochemical, fluorescence polarization, uHTS; AID 588493, 2011; human 26S proteasome, Ub4-pepOG fluorescence polarization; 20S core pre-blocked with epoxomicin; 26S proteasome non-ATPase regulatory subunit 14 (Homo sapiens), O00487; 0.59% of 360,000 active; calls only at 20 µM;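 active means inhibition at 20 µM, scaled to each plate's controls, above about 33%, limit read from the data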
# NadD block = inhibitors of S. aureus NadD, primary screen, biochemical, colorimetric, uHTS. Nicotinate-nucleotide adenylyltransferase NadD (Staphylococcus aureus N315). purified NadD enzyme, colorimetric absorbance read-out. inhibition, % at 20 µM. 0.78% of 360,000 active. AID 602399, 2012; in the data active means inhibition above about 26%; further: some compounds past the cut are filed as inactive
# DNMT1 inh = human DNMT1 methyltransferase inhibitors, primary screen, biochemical, molecular beacon, fluorescence, HinP1I cleavage, uHTS; DNA (cytosine-5)-methyltransferase 1 (Homo sapiens), P26358; inhibition (reported as % activation of signal), % at 10 µM; 0.83% of 360,000 active; AID 588458, 2011; in the data active means inhibition above about 50%
# CSN inh = inhibitors of CSN-mediated cullin deneddylation, primary screen, biochemical, fluorescence polarization, uHTS | inhibition, % at 12.5 µM | 0.38% of 360,000 active | COP9 signalosome complex subunit 5 (Homo sapiens), Q92905 | AID 651999, 2013 | Purified CSN, SCF-Nedd8-OG deneddylation;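 active means pattern-corrected inhibition above about 35%, with an unprinted fluorescence ratio check between 0.5 and 1.5, limit read from the data, passing the limit was not always enough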;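 further: 0% = enzyme with substrate and 100% = substrate without enzyme; some results filed as inactive read as strong as hits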
# Target sequence (Q92905 whole entry, looked up, one chain of several): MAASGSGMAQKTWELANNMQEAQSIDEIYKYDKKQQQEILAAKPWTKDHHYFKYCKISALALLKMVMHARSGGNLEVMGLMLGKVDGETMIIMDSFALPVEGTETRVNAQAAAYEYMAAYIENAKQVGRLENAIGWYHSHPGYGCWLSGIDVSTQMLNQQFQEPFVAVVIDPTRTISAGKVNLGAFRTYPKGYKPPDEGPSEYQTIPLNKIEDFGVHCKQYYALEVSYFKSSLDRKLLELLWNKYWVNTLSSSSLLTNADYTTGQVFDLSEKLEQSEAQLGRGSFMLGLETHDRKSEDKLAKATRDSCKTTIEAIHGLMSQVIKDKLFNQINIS
#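 Material: purified human Csn5 enzyme expressed in HEK293T cells / Medium: Tris buffer pH 7.5, NaCl, DTT, Tween-20, trehalose, ovalbumin / Compound dosing: 12.5 µM single point / Schedule: 90 min incubation of compound, enzyme and substrate at room temperature / Signal: fluorescence polarization of the substrate / Control set: no-enzyme wells high, enzyme-with-substrate wells low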
# TbMetRS inhib = T. brucei MetRS inhibitors, primary screen, biochemical, luminescence; inhibition, % at 11.9 µM; AID 624268, 2012; purified T. brucei MetRS, ATP depletion, Kinase-Glo luminescence; 0.4% of 360,000 active;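 active means inhibition above a per-plate cutoff of the control wells' mean inhibition plus 3 SD, cut at about 5.5% in these data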;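 further: 0% = DMSO wells median and 100% = median of wells with control inhibitor compound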
#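 Material: T. brucei methionyl-tRNA synthetase, purified; reagent: substrates ATP, L-methionine and bulk Escherichia coli tRNA; dosing: 11.9 µM single point; timing: 15 min plus 2 h at 25 °C; detection: luminescence of leftover ATP; evaluation: % inhibition; control set: DMSO-only wells as low control; replicates: singlicate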
# SUMO1 PPI mod = modulators of SUMO1 protein-protein interactions, primary screen, biochemical, uHTS. 0.33% of 360,000 active. SUMO1 binding to a labelled peptide, TR-FRET, 1 h. Small ubiquitin-related modifier 1 (Homo sapiens), P63165. inhibition, % at 20 µM; in the data active means inhibition above about 37%
# Target sequence (P63165 whole entry, looked up): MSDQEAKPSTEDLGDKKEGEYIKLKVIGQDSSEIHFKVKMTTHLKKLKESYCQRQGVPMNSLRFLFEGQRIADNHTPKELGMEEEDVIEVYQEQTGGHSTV
# An asterisk follows results filed as active; i = inactive; . = not tested or not shown.
SMILES,STEP inh,MLLE-PAM2 inh,LMPTP inh,Scp-1 inhibitor,Rpn11 block,NadD block,DNMT1 inh,CSN inh,TbMetRS inhib,SUMO1 PPI mod
CCc1ccc(-c2cc(C)no2)cc1S(=O)(=O)Nc1cc(C)on1,0.7,1.9,-2.1,-2.5,i,-1.9,0.6,5.5,-0.6,7.9
Cc1cc(NC(=O)C2C3C=CC(C3)C2C(=O)O)no1 (centres undefined),2.1,-8.3,-1.4,12.1,i,-7.4,6.5,-6.5,-1.1,2.4
COc1ccc(COc2ccc3ccc(=O)oc3c2)cc1,1.3,7.0,0.8,-7.0,i,-3.6,-0.6,2.0,-1.2,-0.7
Cc1oc2c(c1C(=O)N1CCOCC1)C(=O)c1ccccc1C2=O,1.5,2.8,-1.4,-16.1,i,1.9,-6.1,2.1,0.1,-21.5
O=C(Nc1ccc2[nH]ncc2c1)c1ccccc1,2.2,-2.5,-0.4,17.1,i,2.9,1.3,0.4,-1.1,4.2
COc1ccccc1NC(=O)N(Cc1cc2cc(OC)c(OC)cc2[nH]c1=O)CC1CCCO1 (centres undefined),0.2,12.3,1.7,14.4,i,7.3,-6.1,-0.6,-0.7,6.7
N#Cc1ccc(-c2ccc(OCC(O)Cn3nnc4ccccc43)cc2)cc1 (centres undefined),0.6,-6.5,1.4,-9.7,i,-9.0,0.4,-1.9,0.2,-4.4
Clc1ccccc1-c1nnc2sc(-c3ccncc3)nn12,3.9,-26.2,-1.4,-4.2,i,-4.0,-1.4,3.6,2.0,2.8
CCOC(=O)C(Cc1ccccc1)NC(=O)CCc1nnc2ccc(N3CCCC3)nn12 (centres undefined),-2.9,-4.6,-1.4,-4.0,i,-3.3,2.3,-2.4,-0.4,-6.6
CCOC(=O)N1CCN(C(=O)COC(=O)C2CCN(S(=O)(=O)c3c(C)c(C)cc(C)c3C)CC2)CC1,1.8,0.0,2.0,-0.8,i,1.2,-5.8,0.8,0.0,-0.9
CCCC(C(=O)NC1CCCC1)N(C(=O)Cn1nnc(-c2ccc(C)o2)n1)c1ccccc1OC (centres undefined),-1.3,8.1,-0.8,-6.2,i,-8.1,-0.2,-3.8,-0.3,1.9
COc1ccc(Cl)cc1NC(=O)CN(C)C(=O)c1cn2ccccc2n1,5.5,5.7,-0.3,-7.6,i,-1.8,4.3,0.8,-0.2,4.2
CCOC(CCNC(=O)c1cc2c(=O)[nH]c3ccccc3c2s1)OCC,0.9,4.1,2.9,-4.5,i,-7.6,-0.1,0.8,0.0,-5.7
O=C(c1ccc(NS(=O)(=O)c2cccs2)cc1)N1CCOCC1,-0.8,-7.0,0.6,-10.2,i,-4.4,-1.4,2.8,-0.4,1.3
CC(C)(C)c1cc2nc(NCc3cccc(Cl)c3)ccn2n1,-3.6,4.3,1.3,.,i,-9.0,4.1,-0.5,1.8,4.9
CN(Cc1ccccc1)C(=O)COC(=O)c1ccc(Br)c(S(=O)(=O)N2CCOCC2)c1,-2.6,-1.8,1.8,-7.9,i,-1.5,1.2,1.4,-0.1,4.4
Cc1noc2ncnc(N3CCN(c4ccc(F)cc4)CC3)c12,-0.6,5.2,-1.2,-8.1,i,-5.4,5.8,-1.9,-0.2,-1.5
CC1(C)Cc2c(c(=S)nc(-c3ccccc3)n2Cc2cccnc2)CO1,2.8,4.6,-1.3,3.1,i,-7.4,1.0,0.3,-0.3,-2.7
CC1CCCCC1NC(=O)c1ccc2c(c1)OCCO2 (centres undefined),2.9,3.2,-6.6,0.4,i,2.1,3.6,-1.2,0.1,0.5
CCc1ccc2c(c1)[C@H]1OCC[C@H]1[C@@H](c1cccs1)N2,0.6,-9.0,-1.9,-2.7,i,-5.9,-3.1,-5.5,-0.2,-1.4
Cc1ccc(N2C(=O)N(CC(=O)NCc3ccc(Cl)cc3)C(=O)C2C)cc1 (centres undefined),-2.8,0.2,0.7,-8.7,i,-6.0,-1.6,-3.5,0.7,-4.3
COc1cccc(C(=O)N=c2sc3c(C)ccc(OC)c3n2C)c1,-2.5,-7.1,-1.0,-4.8,i,-2.0,21.6,-0.7,-0.2,-12.4
CCCc1nc2c(nnn2Cc2ccccc2)c(=O)[nH]1,1.9,-1.7,-1.4,2.3,i,-2.1,6.9,-3.1,-1.7,2.2
NC(=O)c1ccsc1NC(=O)CCS(=O)(=O)c1ccc(Cl)cc1,-1.1,8.4,1.0,-4.0,i,-3.6,-2.1,4.7,-0.2,3.6
CC(C)c1ccccc1OS(N)(=O)=O,-2.0,-9.0,1.2,-5.8,i,3.1,7.2,-6.0,-0.3,0.3

# The results go on.
SMILES,STEP inh,MLLE-PAM2 inh,LMPTP inh,Scp-1 inhibitor,Rpn11 block,NadD block,DNMT1 inh,CSN inh,TbMetRS inhib,SUMO1 PPI mod
COc1ccc(C2CC(=O)Oc3cc(OC)ccc32)cc1 (centres undefined),2.2,5.9,0.5,-6.6,i,-4.7,4.4,-1.8,1.2,1.1
CCn1c(=O)cc(N2CCOCC2)[nH]c1=O,1.5,-3.3,-1.8,-3.2,i,-0.4,-1.7,-1.6,-0.4,-3.0
O=C(NC(NC(=S)Nc1ccccc1C(=O)O)C(Cl)(Cl)Cl)c1cccc([N+](=O)[O-])c1 (centres undefined),-1.8,28.9,1.3,-6.0,i,-1.9,-1.1,-1.9,-0.2,1.4
Cc1ccc(S(=O)(=O)NC(=NC2CCCCC2)c2ccc(Cl)cc2)cc1,-1.9,22.0,-1.1,-0.8,i,-5.6,2.4,3.0,-0.3,0.9
COc1ccccc1N1C(=O)c2ccc(C(=O)Nc3ccc(C(=O)O)cc3)cc2C1=O,1.2,4.2,-1.5,-18.6,i,-1.5,0.0,-0.2,-0.4,-28.5
CCOC(=O)CCN(Cc1ccccc1)S(=O)(=O)c1csc(C(N)=O)c1,1.9,-5.9,-1.5,-6.8,i,-7.5,5.4,0.8,-0.4,1.6
COc1cc(CN(C)C(C)C(=O)Nc2ccc([N+](=O)[O-])cc2Cl)ccc1OC(F)F (centres undefined),1.4,15.9,2.2,-5.3,i,-2.5,2.6,-7.0,-0.6,-5.9
O=[N+]([O-])c1ccc(CSc2ccc(S(=O)(=O)N3CCOCC3)cn2)cc1,2.0,37.5*,0.9,-6.6,i,-5.5,-4.3,-2.5,-0.3,-22.4
O=C(O)C1CC=CCC1C(=O)NNS(=O)(=O)c1ccccc1 (centres undefined),0.2,-2.5,0.7,8.8,i,-1.7,-2.4,-2.8,-0.8,-1.0
CCC(CC)NC(=O)CCc1nc2ccccc2c(=O)[nH]1,3.7,9.4,-1.0,-8.7,i,-6.0,2.7,0.1,-0.1,1.8
COc1cccc(C(=O)Nc2ccc(NC(=O)C(C)(C)C)cn2)c1,1.3,5.3,-1.6,0.2,i,1.3,-0.2,-2.4,0.1,-2.6
CSc1ncccc1C(=O)NCc1ccccc1Cl,-3.2,0.8,1.0,-3.4,i,-3.2,1.8,6.8,-1.5,4.1
COc1cc(C(=O)NCc2ncccc2C)ccc1OC1CCN(C(C)=O)CC1,-0.4,-4.4,0.6,-12.6,i,-7.4,0.7,1.7,0.0,2.7
CCOC(=O)c1[nH]c(C)c(C)c1C,-2.6,0.6,0.1,2.5,i,-3.8,-1.5,-7.1,-1.1,-5.2
Cc1nc2nc(SCc3ccc([N+](=O)[O-])cc3)[nH]c2cc1Br,-1.6,-36.1,-1.2,4.8,i,-9.6,1.8,1.6,0.1,0.1
CC(C)(C)c1ccc(C(=O)NNC(=O)C2CCCCC2)cc1,-1.3,1.0,-1.2,-4.0,i,-3.2,3.6,1.8,-0.4,1.5
CCCCn1nnnc1C1(C)CCC(=O)N1Cc1ccco1 (centres undefined),.,.,-0.9,.,.,-0.4,.,-3.8,-2.0,-2.0
O=C(NCCOC12CC3CC(CC(C3)C1)C2)c1cccc(Br)c1,1.7,-6.6,-0.1,-4.5,i,-6.3,-0.6,-1.2,-1.0,-4.6
Cc1ccc2nsnc2c1NC(=O)c1cncc(Br)c1,0.9,-9.1,-1.4,-0.6,i,1.9,-12.3,4.0,-2.5,13.7
CCN(CCCNC(=O)Cn1ncc2c(=O)oc3ccccc3c21)c1cccc(C)c1,4.5,-11.5,0.1,-4.8,i,-4.0,-2.6,2.5,-0.4,-5.7
CCCc1c(C(=O)N/N=C/c2ccc(C)o2)nnn1-c1nonc1N,2.9,-1.6,-1.0,.,i,-3.1,-4.1,0.5,-0.2,3.0
CCCCN(C(=O)CCCc1nc2ccccc2s1)c1c(N)n(CC(C)C)c(=O)[nH]c1=O,-1.1,-0.8,1.5,-4.6,i,-8.3,1.8,-3.9,-0.6,-2.9
COc1cccc(C(=O)Nc2ccccc2N2CCOCC2)c1,-0.4,7.6,0.6,1.4,i,-3.4,1.5,-1.6,-1.5,-1.3
O=c1[nH]c(SCc2cccc(F)c2)nc2ccccc12,0.6,14.8,-0.2,-7.0,i,1.6,-0.9,-1.4,1.8,0.7
CC(Sc1nc2ccccc2o1)C(=O)O (centres undefined),-10.1,-38.8,-1.6,-4.7,i,-1.6,-0.8,-4.0,0.2,-0.5
CN(c1ccccc1)c1nc(N)c([N+](=O)[O-])c(NC2CCCCC2)n1,2.3,-1.5,2.4,-0.3,i,0.6,3.8,-1.8,-0.1,3.1

# Bioassay records as filed in PubChem BioAssay.
